Screens: PubChem BioAssay, Vanderbilt High Throughput Screening Facility
Cav32 inh – human Cav3.2 channel inhibition, primary screen; O95180; Cav3.2-expressing cells, Fluo-4 calcium fluorescence FDSS; active compounds read low; B-score at 10 µM; actives 4% (n = 100,000);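 active = single-dose well whose peak fluorescence ratio is a statistical outlier from its plate by either plate-standardised score or position-corrected B-score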
An asterisk follows results filed as active. Only part of the results is shown (hit frequency here may not be typical).

Cav32 inh	SMILES
-0.018	CCC(=O)Nc1nc(-c2ccccc2)ns1
0.064	CC1(C)S[C@@H]2[C@H](NC(=O)[C@H](N)c3ccc(O)cc3)C(=O)N2[C@H]1C(=O)O
-0.97	COC(=O)c1sc(NC(=O)c2csc3c2CCCC3)nc1C
0.054	CCOC(=O)C(NC(=O)CC(C)C)(Nc1cc(C)on1)C(F)(F)F (stereo unspecified)
0.9	O=C(NN1C(=O)c2ccccc2NC1c1ccccn1)c1ccc(Br)cc1 (stereo unspecified)
-0.13	O=C1CN(C(=O)COC(=O)C2CCN(S(=O)(=O)c3ccccc3C(F)(F)F)CC2)c2ccccc2N1
0.93	Cn1c(=O)c2c(SCC(N)=O)nc(CC(C)(C)C)nc2n(C)c1=O
-0.26	Cc1cnc(C(=O)OCC(=O)N2CCc3ccccc3C2)cn1
1	Nc1cc(=O)[nH]c(=S)n1-c1ccccc1
1.3	COc1ccc(C(=O)N2CCC(N3CCN(c4ccccc4)CC3)CC2)cc1OC
-0.65	CCCC(=O)N1CCc2cc(-c3nc(N)sc3C)ccc21
0.39	CCOC(=O)CN1NC2(CCC(C)CC2)NC1=S (stereo unspecified)
-0.35	COCCSc1nnc(NC(=O)Cc2cccs2)s1
-0.078	CCC(C(=O)O)n1c(C(F)(F)F)nc2ccccc21 (stereo unspecified)
0.84	CCc1ccc(NC(=O)c2ccnc(C(C)(C)C)c2)cc1
-0.21	CCOC(=O)C1=C(C)OC(N)=C(C#N)C1c1cc(OC)c2c(c1)OCO2 (stereo unspecified)
-0.61	NC(=O)C1(N2CCCCC2)CCN(C2CC(=O)NC2=O)CC1 (stereo unspecified)
-0.55	N#Cc1nc(-c2ccccc2Cl)oc1N1CCOCC1
1.2	Cc1ccc(NC(=S)Nc2nc(CC(=O)Nc3ccccc3)cs2)cc1
1.5	COc1ccc(/C=N/c2nc3ccccc3n2C)cc1OC
0.37	N/C(=N\c1nc2c(c(=O)[nH]1)CCCC2)Nc1ccccc1Sc1ccccc1
0.24	Cc1ccc(C)c2c(SC(C)C(=O)NCc3ccco3)nc(-c3ccccc3)nc12 (stereo unspecified)
0.39	O=C(N/N=C/c1ccco1)c1cnccn1
0.77	Cc1cc(=O)oc2cc(OCC(=O)N3CCCC(C)C3)ccc12 (stereo unspecified)
-0.45	C[N+]1(CC(=O)OCCCc2ccccc2)CCOCC1
-0.42	COc1ccc(-c2nnnn2-c2ccccc2OC)cc1
-4.2*	Cc1cccc2cc(C#N)c(NCCNS(=O)(=O)c3ccc4c(c3)OCCO4)nc12
0.63	c1cc2ccc3ccc(CN4CCOCC4)c4ccc(c1)c2c34
0.74	CCCCNC(=O)Nc1cnn(CC)c1C(N)=O
1.2	Cn1c(-c2ccc(C(C)(C)C)cc2)n[nH]c1=S
-0.3	CC(C)c1ccc(N2CCN(C(=O)c3ccccc3NC(=O)/C=C(\C(=O)O)c3ccccc3)CC2)cc1
0.21	Cn1c(=O)oc2cc(S(=O)(=O)Nc3cccc(C(=O)O)c3)ccc21
0.075	CC1=C(C(=O)OC2CCCCC2)C(c2ccco2)n2ncnc2N1 (stereo unspecified)
0.33	Cc1ccc(C)c(N(C(=O)Cn2nnc(-c3cccs3)n2)C(C(=O)NC2CC2)c2ccc(C)o2)c1 (stereo unspecified)
-0.043	C=CCNc1nc(N)c(C(=C(C#N)C#N)c2ccccc2)s1
-0.56	C=C[C@@]1(C)CC(=O)[C@]2(O)[C@@]3(C)[C@@H](O)CCC(C)(C)[C@@H]3[C@H](O)[C@H](OC(C)=O)[C@@]2(C)O1
-0.0046	COCC(=O)N(Cc1cc2ccccc2[nH]c1=O)c1ccc(OC)cc1
0.14	Cn1c(NNC(=O)c2cccc3ccccc23)cc(=O)n(C)c1=O
0.23	Cc1cc2c(s1)CCCCC(=O)N2
0.56	Cn1c(=O)c2c(nc(CN3CCc4ccccc4C3)n2Cc2ccc(Cl)cc2)n(C)c1=O
-0.92	O=C(NCc1cccs1)C1CCN(c2ccc(S(=O)(=O)N3CCOCC3)cc2Cl)CC1
-0.48	NC(=O)CC(NC(=O)Cc1cccc2ccccc12)c1ccc(NCc2ccccc2)c([N+](=O)[O-])c1 (stereo unspecified)
0.24	CCN1CCN(C(=O)c2ccc3c(=O)n(C4CCCC4)c(=S)[nH]c3c2)CC1
-5.3*	CCc1cccc(CC)c1-n1c(SCn2nnc3ccccc3c2=O)nnc1-c1cccnc1
0.15	O=C(CSc1nccn1-c1cccc(Cl)c1)NC1CCCC1
-0.69	Cc1[nH]nc(N=CC2=C(O)CC(c3ccco3)CC2=O)c1-c1ccccc1 (stereo unspecified)
-0.077	COc1ccc(Cl)cc1C(=O)Nc1ccc(NC(=O)c2ccco2)cc1
2.2	Fc1ccc(-c2nnc3ccc(N4CCCC4)nn23)cc1
0.11	CCN(CC)CCN1C(=O)C(=O)/C(=C(/O)c2c(C)[nH]c(C(=O)OC)c2C)C1c1cccnc1 (stereo unspecified)
-0.52	O=C(NCc1ccccn1)c1ccc(=O)oc1

Further results.
Cav32 inh	SMILES
-2.7	COc1ccc(-c2ccc(C(C)=O)cc2)cc1[C@H]1[C@H]2C=CC[C@@H](C)[C@@H]2C(=O)N1Cc1ccccc1
-0.22	COc1[nH]c2ccc(F)cc2c1C(=O)OCC1CCN(CCNS(C)(=O)=O)CC1
1	CCOC(=O)C1C(=O)CC(=O)CC1CC(C)SCC (stereo unspecified)
-0.48	CCOC(=O)CSCc1cn2cc(Cl)ccc2n1
0.6	CCCc1nnc(NC(=O)CC(=O)Nc2ccccc2C(=O)O)s1
1.4	COc1ccc2c(c1)CCc1c(C(=O)NC3CCCCC3)noc1-2
-0.21	NC(=O)C1CCN(C(=O)C23CC4CC(CC(C4)C2)C3)CC1
0.63	COC(=O)n1c(=O)oc2cc(S(=O)(=O)N3CCOCC3)ccc21
0.31	CCc1nnc(NC(=O)c2ccc(S(=O)(=O)NC3CCCCC3)cc2)s1
1.7	COCCn1c(SCCCc2ccccc2)nc2c1c(=O)[nH]c(=O)n2C
0.29	CCOC(=O)C(C)Oc1ccc2c(C)cc(=O)oc2c1C(C)=O (stereo unspecified)
0.7	CCOC(=O)CSc1nnc(-c2ccc(OC)cc2OC)o1
-0.22	O=C(Nc1ncc2c(n1)-c1ccccc1OC2)c1ccc(Cl)cc1Cl
0.0079	CCc1cc2c(cc(C(=O)O)n2C)s1
0.019	CC(C)n1c(SCC(=O)Nc2ccc3c(c2)OCO3)nc2c1c(=O)n(C)c(=O)n2C
0.52	Cc1ccc(Cn2c(C(C)Nc3nc(-c4ccc(Cl)c([N+](=O)[O-])c4)cs3)nc3cc(C(F)(F)F)ccc32)cc1 (stereo unspecified)
-0.52	CCCc1ncc(C(=O)c2ccc(OC)cc2)n1C
0.31	NC1=NC2=C(CCCC2)C2(CCCCC2)S1
0.28	Cc1ccc(CNC(=O)c2cc3c(=O)n(C)c4ccccc4c3n2C)o1
0.073	CNC(=O)CSc1nnnn1CCCOC
0.35	Cc1n[nH]c(C)c1N1C(=O)c2cccc3cc(Br)cc(c23)C1=O
0.25	COc1ccc(C(=O)CSc2nnc(-c3ccco3)n2CC2CCCO2)cc1 (stereo unspecified)
0.0058	COc1ccc(C(=O)NC(=S)NC(C)C)cc1Br
0.28	CN1C(=O)CSc2ccc(C(=O)O)cc21
1	O=C(Nc1ccc(-n2nncc2-c2ccco2)cc1)c1cc2ccccc2oc1=O
-2.4	COC(=O)N(C)c1nc2ccccc2s1
-0.01	O=C(CN1C(=O)COc2ccccc21)N(Cc1cccnc1)Cc1cccc(F)c1
-0.51	CC(=O)Nc1cc(C(=O)N2CCCC2)ccc1Sc1ccc(Cl)cc1
-1.1	Cc1ccc2c(c1)-c1ccccc1S(=O)(=O)N2
-2.3	Cc1ccc(C)c(N2CCN(C(=O)c3cc4ccccc4oc3=O)CC2)c1
0.094	COc1ccc(CC(=O)Nc2ccc(S(=O)(=O)NCC3CCCO3)cc2)cc1 (stereo unspecified)
0.28	Cc1ccc(C(=O)O)cc1NC(=O)c1cccs1
-2.1	O=c1nc2n(c3cc(Cl)c(S(=O)(=O)N4CCOCC4)cc13)CCCCC2
-0.64	CC(C)C(=O)Nc1ccc(C(=O)NC2CCSC2=O)cc1 (stereo unspecified)
0.17	CC1CCN(C(=O)CSc2nnc(Cc3cc(=O)[nH]c(=O)[nH]3)n2-c2ccc(Cl)cc2)CC1
-4.5*	Cn1cc(CC(=O)N2CCN(c3ccc(Cl)cc3)CC2)c2ccccc21
-0.041	CCn1c(=O)n(CC)c2cc(S(N)(=O)=O)c(C)cc21
1.8	O=C(CN1C(=O)c2ccccc2S1(=O)=O)Nc1ccccc1C(=O)NCc1ccco1
0.22	CC1CCCCN1S(=O)(=O)c1ccc(S(=O)(=O)N2CCN(c3ccccc3)CC2)cc1 (stereo unspecified)
-2.3	COc1cc(-c2nnc(SCc3c(F)cccc3Cl)o2)cc(OC)c1OC
-3.4	Cc1ccc2ccccc2c1COC(=O)c1nonc1N
-0.55	CC1(C)CC2CC(C)(CN2C(=O)COc2cccc3ccccc23)C1 (stereo unspecified)
0.27	Cn1cccc1C(C(=O)NC1CCCCC1)N(C(=O)Cc1cccs1)c1ccc2c(c1)OCO2 (stereo unspecified)
0.0098	CCc1ccc(OCC(=O)Nc2ccc3c(c2)COC3=O)cc1
0.16	CCOC(=O)N1CCN(C(=O)C2COc3ccccc3O2)CC1 (stereo unspecified)
1.4	CCOc1ccccc1-n1c(SCC(=O)NC)nnc1-c1ccco1
0.2	CCN(CC)C(=O)COc1ccc2oc(C)c(C(=O)OC)c2c1
-0.39	COc1ccc2cc(CN(CCO)C(=O)c3ccc(Br)cc3)c(=O)[nH]c2c1
-0.7	CCCCCCC1CCC(C(=O)Nn2c(C)nc3ccccc3c2=O)CC1 (stereo unspecified)
0.35	O=C(O)COc1ccc2c3c(c(=O)oc2c1)CCC3

Other compounds.
Cav32 inh	SMILES
0.17	O=C1c2ccccc2S(=O)(=O)c2cc(C(=O)N3CCN(c4ccccc4)CC3)ccc21
0.57	O=C(C1CCN(c2nnc(-n3cccc3)s2)CC1)N1CCOCC1
-0.21	CC1N(C)c2cc(NC(=O)c3ccco3)ccc2C1(C)C (stereo unspecified)
0.33	C=CCNC(=O)c1c(-c2c(F)cccc2Cl)noc1C
-2	O=C1Nc2ccccc2S/C1=C/Nc1cccc(Cl)c1
-5.1*	O=C1C2=C(Nc3ccccc3SC2c2ccco2)c2ccccc21 (stereo unspecified)
-2.2	Cc1cc(C(F)(F)F)nn1CC(=O)NNC(=S)Nc1cccc(Cl)c1
-2.1	O=C(c1cc2nc(-c3ccco3)cc(C(F)(F)F)n2n1)N1CCCCCC1
1.6	CC(C)(C)CC(=O)NC(=S)N1CCCCCC1
-0.51	CC(C)(O)C#Cc1ccc(C(=O)NCc2cccs2)s1
0.62	COCCNc1ncnc2c1cnn2Cc1ccc(Cl)cc1
-0.61	CCOc1ccccc1N1C(=O)CC(Nc2ccc(N3CCOCC3)cc2)C1=O (stereo unspecified)
0.43	Cc1ccc(/C=C/C(=O)O)cc1S(=O)(=O)NCCO
0.74	O=C(NCN1C(=O)C2C3C=CC(C3)C2C1=O)Nc1cccnc1 (stereo unspecified)
-1.7	CCCn1c(C(O)c2cc(OC)ccc2OC)nc2ccccc21 (stereo unspecified)
-0.7	CCOc1cc(/C=N/NC(N)=O)cc(Br)c1OCC(=O)Nc1cccc2ccccc12
-2.8	CN(c1cccc(NC(=O)Nc2cccc(Cl)c2)c1)S(C)(=O)=O
-1.4	Cn1/c(=N/N=C/c2ccc([N+](=O)[O-])cc2)sc2ccccc21
-0.54	O=C(Nc1ccc(-c2noc(CCc3ccccc3)n2)cc1)c1cccnc1
0.83	Cc1cccc(-n2c(CCn3nc(C)c([N+](=O)[O-])c3C)n[nH]c2=S)c1
-1.6	COc1cccc(-c2nc(=S)c3c(n2Cc2ccco2)CCCC3)c1
0.23	CC(C(=O)NCC1(c2ccccc2)CCCC1)N1CCOCC1 (stereo unspecified)
-0.82	Cc1ccc(-c2nnc(CSc3nc(C)nc4sc(C)c(C)c34)o2)cc1
-2.3	O=S(=O)(c1ccc(Cl)c(C(F)(F)F)c1)N1CCN(CC(O)COCC2CCCO2)CC1 (stereo unspecified)
-0.16	CCOC(=O)c1cccc(NC(=O)C2CCC(CNc3c(N4CCOCC4)c(=O)c3=O)CC2)c1 (stereo unspecified)

Reformatted: results already given
Cc1ccc(C)c(N(C(=O)Cn2nnc(-c3cccs3)n2)C(C(=O)NC2CC2)c2ccc(C)o2)c1 (stereo unspecified)
- Cav32 inh: 0.33
COC(=O)c1sc(NC(=O)c2csc3c2CCCC3)nc1C
- Cav32 inh: -0.97
COc1ccc(Cl)cc1C(=O)Nc1ccc(NC(=O)c2ccco2)cc1
- Cav32 inh: -0.077
O=C(CSc1nccn1-c1cccc(Cl)c1)NC1CCCC1
- Cav32 inh: 0.15

More entries follow:
Cav32 inh	SMILES
0.66	CCNC(=O)COc1ccc2ccccc2c1
-0.12	CCO[C@@H]1OC(C(=O)NCc2nc3ccccc3[nH]2)=C[C@H](c2cn(C(C)=O)c3ccccc23)[C@H]1CCCO
-2.6	CC(=O)C1=C(C)NC(SCC(=O)c2ccc(Cl)cc2Cl)=C(C#N)C1c1ccco1 (stereo unspecified)
1	CC(=O)Nc1ccc(S(=O)(=O)Nc2nnc(C(C)(C)C)s2)cc1
-0.002	S=c1nc(-c2cccc(Br)c2)[nH][nH]1
0.47	CCOc1ccc(CCNC(=O)Cn2c(=O)oc3ccccc32)cc1OCC
-4.1*	Cc1noc(C)c1S(=O)(=O)N(CC(=O)N1CCCCCC1)c1ccc(C(C)C)cc1

In the list so far, 7 contain a CF3 group:
Cav32 inh	SMILES
0.054	CCOC(=O)C(NC(=O)CC(C)C)(Nc1cc(C)on1)C(F)(F)F (stereo unspecified)
-0.13	O=C1CN(C(=O)COC(=O)C2CCN(S(=O)(=O)c3ccccc3C(F)(F)F)CC2)c2ccccc2N1
-0.078	CCC(C(=O)O)n1c(C(F)(F)F)nc2ccccc21 (stereo unspecified)
0.52	Cc1ccc(Cn2c(C(C)Nc3nc(-c4ccc(Cl)c([N+](=O)[O-])c4)cs3)nc3cc(C(F)(F)F)ccc32)cc1 (stereo unspecified)
-2.2	Cc1cc(C(F)(F)F)nn1CC(=O)NNC(=S)Nc1cccc(Cl)c1
-2.1	O=C(c1cc2nc(-c3ccco3)cc(C(F)(F)F)n2n1)N1CCCCCC1
-2.3	O=S(=O)(c1ccc(Cl)c(C(F)(F)F)c1)N1CCN(CC(O)COCC2CCCO2)CC1 (stereo unspecified)
